Source: PubChem BioAssay (several laboratories)
T cell modulator: modulates CD8 T cell binding to vesicles | 2C CD8+ T cell-vesicle binding, flow cytometry; stronger effect = lower value | calls only at 7 µM | 330,000 compounds, 0.068% hits;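 active means response, share of CD8 T cells binding vesicles, and their 90th percentile fluorescence all below set limits, cut at about 80% in these data, passing the limit was not always enough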
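Benchmarks: naked versus QL9-loaded vesicles / Assay system: purified 2C TCR transgenic mouse naive CD8+ T cells / Technique: high-throughput flow cytometry with anti-B7-1 and anti-CD8 staining / Timing: Cell–vesicle co-incubation 1.5 h at 37 °C, staining 20 min on ice / Read-out: percent CD8+ FL2 mean versus row control / Probe or stimulus: QL9-loaded Drosophila micro-vesicles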
human PMI inhibitors: human PMI inhibitors, high substrate, primary screen, biochemical, fluorescence intensity, high mannose 6-phosphate (AID 1220). recombinant PMI enzyme, coupled fluorescence intensity; higher % means a stronger effect. inhibition, % at 20 µM; hits with a dose series show IC50 in µM. 190,000 compounds, 0.66% hits
TNAP activation fold: stimulation of alkaline phosphatase TNAP activity – biochemical, luminescent, no phosphate acceptor, uHTS, primary screen (AID 1001); purified TNAP, luminescent activation assay, no phosphate acceptor; higher activation fold means a stronger effect; 200,000 compounds, 0.03% hits; activation fold at 20 µM, or EC50 in µM where a hit was titrated; in the data active means activation fold from about 3, or a potency from the dose series; inactive means the rest, 99 in 100 with activation fold below about 1.6; further: many of its hits are not listed in these tables
RSV antiviral HEp-2: inhibition of RSV-induced cytopathic effect – HEp-2 cells, primary 10 µM value included (AID 2391); HEp-2 cells, RSV-induced CPE inhibition; higher % means a stronger effect; one-dose CPE inhibition, % at 10 µM; IC50 in µM for titrated hits; 310,000 compounds, 0.13% hits; in the data active means a potency from the dose series; inconclusive means CPE inhibition mostly from about 23% at the one dose, without a potency; inactive means the rest, 99 in 100 with CPE inhibition below about 21%; further: strong numbers were not always called active
human PMI inhibition: inhibitors of human PMI, primary screen, biochemical, fluorescence intensity, coupled assay (AID 1209) | purified PMI enzyme, coupled fluorescence intensity; higher % means a stronger effect | inhibition, % at 20 µM, or IC50 in µM where a hit was titrated | 190,000 compounds, 0.42% hits;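 further: plate controls were DMSO vehicle for no effect and wells lacking substrate for full effect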
UTI89 phage lysis: protection from phage-mediated lysis, alamar blue read-out – E. coli UTI89, K1F phage, bacterial capsule biogenesis inhibitors (AID 488966); inhibition, % at 100 µM, or IC50 in µM where a hit was titrated; 340,000 compounds, 0.02% hits; E. coli UTI89 K1F phage lysis, alamar blue, 2 h; higher % means a stronger effect;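 active means phage lysis inhibition, versus mean bacterial control, above a set limit; inconclusive means no clear call, values can overlap the other calls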;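 further: capsule biogenesis inhibitors block K1F phage lysis so surviving cells raise fluorescence; higher fluorescence means more inhibition of phage lysis; actives were called in the ten point dose series up to 300 µM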
West Nile virus CPE: West Nile virus antiviral activity, cell-based, CPE readout (AID 1621) | West Nile virus-infected cells, CPE inhibition; higher % means a stronger effect | one-dose CPE inhibition, % at 10 µM; IC50 in µM for titrated hits | 290,000 compounds, 0.02% hits; in the data active means a potency from the dose series; inconclusive means CPE inhibition mostly from about 3.7% at the one dose, without a potency; inactive means the rest, 99 in 100 with CPE inhibition below about 2.2%; further: strong numbers were not always called active
P. falciparum M1AAP: P. falciparum M1AAP inhibitors, biochemical, fluorogenic H-Leu-NHMec substrate, 1536-well (AID 1445). 220,000 compounds, 0.42% hits. recombinant M1AAP, H-Leu-NHMec fluorogenic kinetic assay; higher % means a stronger effect. inhibition, % at 30 µM; hits with a dose series show IC50 in µM;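 active means primary inhibition above the hit cutoff, then over 50% inhibition at one or more dose response concentrations, cut at about 23% in these data, passing the limit was not always enough; inconclusive means conflicting primary data, or primary hits not chosen for dose response; inactive means low primary inhibition, or under 50% at every dose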;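 further: plate controls were DMSO full reaction for no effect and no enzyme background for full effect; strong numbers were not always called active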
P. falciparum M17LAP: P. falciparum M17LAP inhibitors, primary screen, biochemical, fluorogenic H-Leu-NHMec substrate, 1536-well (AID 1619); recombinant M17LAP, H-Leu-NHMec fluorogenic kinetic assay; higher % means a stronger effect; inhibition, % at 30 µM, or IC50 in µM where a hit was titrated; 220,000 compounds, 0.38% hits;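 active means compound inhibiting the enzyme by more than half at any dose during confirmatory dose-response retesting; inconclusive means strong single-dose inhibitors picked by rank but not retested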;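 further: plate controls were full reaction with DMSO carrier for no effect and no enzyme background for full effect; strong numbers were not always called active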
T cell modulator vesicle-bound %: second read-out of T cell modulator, no call of its own (marks repeat the call); double positive events, %; measured here: CD8+ vesicle-bound cell fraction;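 binding gate set so that unloaded-vesicle control wells show 10% double positive cells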
Numbers without * were called inactive; i = inactive; ? = inconclusive; . = not tested or not shown; [ ] = another dose, or the depositor's remark. Unless noted, no stated cut-off is given here; in the data, active means inhibition above about 50%; inactive means the rest. No enrichment for hits; 1.5% or so of the library scored in one or more.

SMILES | T cell modulator | T cell modulator vesicle-bound % | human PMI inhibitors | TNAP activation fold | RSV antiviral HEp-2 | human PMI inhibition | UTI89 phage lysis | West Nile virus CPE | P. falciparum M1AAP | P. falciparum M17LAP
CCOC(=O)c1ccccc1NC(=O)C(C)Oc1ccccc1 (stereo not drawn) | i | 45 | 11% | 1.1 | 2.0% | 12% | 0.9% | -0.2% | -4% | 4%
CCc1ccccc1NS(=O)(=O)c1cccc2nsnc12 | i | 25 | . | . | 1.1% | . | 0.7%[50 µM] | -0.3% | . | .
Cc1ccc(C(=O)N2CCN(c3ccccc3)CC2)cc1NC(=O)c1ccco1 | i | 16 | . | . | 2.7% | . | 0.0%[50 µM] | -0.6% | . | .
COc1ccc2c(CC(=O)Nc3nc(C)cs3)coc2c1 | i | 20 | 0% | 1 | 7.7% | 2% | 0.4% | -1.1% | -4% | 4%
Cc1ccc(C(=O)NC2CCCC2)cc1S(=O)(=O)N1CCCCC1 | i | 28 | . | . | 2.7% | . | 1.4%[50 µM] | -0.7% | . | .
CCOC1C(=O)NC(=O)N1Cc1ccccc1 (stereo not drawn) | i | 48 | . | . | 1.2% | . | 0.3% | -0.2% | . | .
O=C(O)COc1ccccc1/C=N/NC(=O)CNC(=O)c1ccco1 | i | 18 | . | . | -0.2% | . | 0.3% | ? | . | .
COc1ccc(S(=O)(=O)N2Cc3ccccc3CC2C(=O)Nc2ccc3c(c2)OCO3)cc1 (stereo not drawn) | i | 38 | 2% | 1.1 | 1.9% | 10% | ? | 0.4% | 3% | -5%
O=C(O)CCN=C1CCc2ccccc2N1 | i | 33 | -6% | 1.1 | 0.8% | -4% | . | . | 4% | 12%
Cc1cccc(OCC(=O)O/N=C(\N)Cc2ccc([N+](=O)[O-])cc2)c1 | i | 55 | 4% | 1 | 0.5% | 4% | -0.2% | -0.6% | 0% | 1%
COc1ccc2c(c1)SCCC2=O | i | 49 | 5% | 1.1 | -0.8% | 8% | 0.0% | 0.2% | 3% | -12%
CCC(C)(NC(=O)CNC(C)=O)C(=O)NC1CCCCC1 (stereo not drawn) | i | 45 | 0% | 1.2 | 0.9% | 0% | 3.8% | 0.2% | 1% | 0%
CC(C)OCCCNC(=O)c1c(N)n(/N=C/c2ccccn2)c2nc3ccccc3nc12 | i | 16 | 16% | 1 | 1.1% | 18% | 4.6% | 1.2% | -7% | -3%
CC(C)Cn1c(=O)c(-[n+]2ccccc2)c([O-])c2ccccc21 | i | 63 | 18% | 1.1 | 0.6% | 22% | 0.2% | 0.2% | 4% | -5%
CCCCCn1c(CNC(=O)c2cccs2)nc2ccccc21 | i | 5 | 2% | 1.1 | 0.2% | 1% | 5.0% | -1.7% | -3% | -9%
O=C(O)c1cc(Cl)c(Cl)cc1C(=O)NCc1ccco1 | i | 64 | . | . | 3.5% | . | -1.0% | 0.1% | . | .
CCC(C)(C)NC(=O)c1ccc2c(c1)S(=O)(=O)c1ccccc1C2=O | i | 30 | 7% | 1.1 | 3.2% | 13% | 5.0% | -0.3% | -4% | 5%
CCCCC(=O)N/N=C/c1sccc1C | i | 30 | -5% | 1.1 | 1.1% | -3% | 1.4% | 1.1% | 5% | 10%
COc1ccc(/C=N/NC(=O)CN2CCCC2)cc1 | i | 20 | . | . | 0.4% | . | -0.5% | -0.6% | . | .
Cc1ccc(S(=O)(=O)NN2C(=O)/C(=C/c3ccc(F)cc3)SC2=S)cc1 | i | 47 | . | . | 6.2% | . | 0.3% | 0.9% | . | .
COc1ccc(S(=O)(=O)Nc2c(O)c3ccccc3oc2=O)cc1 | i | 36 | . | . | 1.5% | . | 0.5% | 0.7% | . | .
CCN(CC)c1cc2nonc2c2nonc12 | i | 25 | 7% | 1 | 8.7% | 10% | -0.1% | 0.4% | 2% | 11%
CC(=C1C(=O)c2ccccc2C1=O)N1CCN(Cc2ccccc2)CC1 | i | 21 | 3% | 1.1 | 0.9% | 14% | 0.1% | 0.0% | -2% | -8%
Cc1nc(NNC(=O)c2ccc(Cl)cc2Cl)cc(-c2ccccc2)n1 | i | 43 | 0% | 1.1 | 5.0% | -2% | 0.7% | -0.2% | -5% | -2%
COc1ccc(N2CCN(C(=O)C3CCN(C(=O)c4cccc(Cl)c4)CC3)CC2)cc1 | i | 36 | . | . | 0.8% | . | -0.1% | -0.9% | . | .

Continuation:
SMILES | T cell modulator | T cell modulator vesicle-bound % | human PMI inhibitors | TNAP activation fold | RSV antiviral HEp-2 | human PMI inhibition | UTI89 phage lysis | West Nile virus CPE | P. falciparum M1AAP | P. falciparum M17LAP
COc1cccc(/C=C2\SC(=S)N(CCCC(=O)N(CCO)c3ccccc3)C2=O)c1 | i | 8 | . | . | -1.4% | . | 1.8%[50 µM] | 1.9% | . | .
Cc1ccc(C(C)NC(=O)C2CCCO2)cc1C (stereo not drawn) | i | 47 | -12% | 1 | 0.8% | -12% | 3.0% | 0.0% | -1% | -3%
CCOC(=O)c1[nH]c2ccccc2c1NC(C)=O | i | 39 | . | . | 0.5% | . | -1.1% | 0.1% | 7% | 12%
O=C(CSC1=NCCS1)N1CCN(c2ccccc2)CC1 | i | 54 | 3% | 1.1 | -0.3% | 2% | -0.5%[50 µM] | 0.3% | 4% | 12%
O=C1c2ccccc2C(=O)N1CCCc1nc(-c2ccc(Cl)cc2)no1 | i | 37 | 7% | 1.1 | 2.1% | 7% | -0.5% | 0.6% | 0% | -1%
Cc1cc(C(=O)NCc2cccs2)ccc1[N+](=O)[O-] | i | 38 | -1% | 1.1 | 1.1% | 8% | 1.5%[50 µM] | -0.7% | 1% | 12%
COc1ccc(-n2nc3c(N4CCC(C(=O)NCc5cccc(C)c5)CC4)nnc(C)c3c2C)cc1 | i | 35 | . | . | -0.8% | . | 0.4% | -1.5% | . | .
COc1cc(/C=C(/C#N)C(=O)Nc2ccc(C)cc2)ccc1Oc1nc(Cl)ncc1F | i | 50 | 18% | 1.1 | 4.6% | 7% | 2.4%[50 µM] | -0.8% | 6% | 4%
CCOc1ccccc1C(c1c(C)n(C)n(-c2ccccc2)c1=O)c1c(C)n(C)n(-c2ccccc2)c1=O | i | 64 | . | . | 1.6% | . | -0.9% | -1.2% | . | .
CCN(CC(=O)Nc1ccc(NC(C)=O)cc1)C(=O)COc1ccccc1Cc1ccccc1 | i | 19 | . | . | 2.3% | . | -0.1% | -0.6% | . | .
O=C(O)c1ccc(N/N=C/c2ccc3nccnc3c2)cc1 | i | 53 | . | . | -2.1% | . | 0.4% | 0.5% | 9% | 19%
CN(C)c1nc(NCc2ccccc2)nc(N/N=C/c2ccc(Br)cc2)n1 | i | 66 | -2% | 1 | 2.9% | 0% | 0.2% | ? | 8% | 7%
CCN=C1S/C(=C\c2cc(Cl)c(OC)c(OC)c2)C(=O)N1CC | i | 28 | . | . | 0.0% | . | 0.1% | -1.7% | . | .
O=C(O)c1ccc(-n2cccc2/C=C2/SC(=O)N(CC(=O)N3CCCC3)C2=O)cc1 | i | 26 | . | . | 1.2% | . | -1.1% | -0.2% | . | .
O=Cc1cc2ccccc2nc1SCc1ccc(Cl)c(Cl)c1 | i | 55 | -2% | 1 | 3.6% | 8% | 0.0% | 0.2% | 6% | -1%
Cc1ccc(CSc2ncnc3ccccc23)cc1 | i | 48 | 12% | 1.1 | -2.0% | 11% | -1.4% | 0.6% | -1% | -1%
COc1cccc(/C=C/C(=O)OCC(=O)N2CCN(S(=O)(=O)c3ccc(Cl)cc3)CC2)c1 | i | 37 | . | . | 2.5% | . | 0.6%[50 µM] | 0.6% | . | .
CCc1ccc(C(=O)NC(=S)Nc2ccc(N3CCOCC3)cc2)cc1 | i | 51 | -3% | 1.1 | 8.9% | 11% | 0.3% | -1.0% | 5% | -4%
COc1ccc(/C=N/NC(=O)c2ccc(F)cc2)cc1CN1CCc2cc(OC)c(OC)cc2C1C (stereo not drawn) | i | 45 | 11% | 1.1 | 1.4% | 1% | 0.2% | 0.0% | 4% | 4%
Cn1c(SCC(=O)CC(=O)Nc2ccccc2)nnc1-c1ccc(O)cc1 | i | 10 | -2% | 1.1 | 0.2% | -9% | -0.3% | 0.0% | 12% | 14%
CCCSc1nc(O)c(C(c2ccc(OC)c(O)c2)c2c(O)nc(SCCC)n(C)c2=O)c(=O)n1C | i | 31 | 15% | 1 | 0.3% | 7% | 1.2%[50 µM] | -0.3% | 11% | 16%
CCOC(=O)N1CCN(C(=O)Cc2c(C(=O)O)n(C)c3ccccc23)CC1 | i | 28 | -2% | 1 | 3.7% | -20% | 0.6% | -0.4% | 1% | -1%
CCCCCc1cccnc1 | i | 49 | . | . | 1.3% | . | 0.7%[50 µM] | 0.0% | 7% | -3%
CCOC(=O)Cn1c(=O)cnc2ccccc21 | i | 48 | 0% | 1.1 | 1.3% | -4% | 0.3% | 0.4% | 7% | 4%
Cc1cc(C)cc(N(CC(=O)NC2CCC(C)CC2)S(=O)(=O)c2c(C)noc2C)c1 (stereo not drawn) | i | 45 | 12% | 1.1 | -0.1% | 15% | -5.7% | -0.6% | 4% | 14%

(list continues)
SMILES | T cell modulator | T cell modulator vesicle-bound % | human PMI inhibitors | TNAP activation fold | RSV antiviral HEp-2 | human PMI inhibition | UTI89 phage lysis | West Nile virus CPE | P. falciparum M1AAP | P. falciparum M17LAP
O=C(CCCN1C(=O)/C(=C/c2cccs2)SC1=S)NNC(=O)c1cccnc1 | i | 36 | . | . | 3.9% | . | -1.0%[50 µM] | 0.3% | . | .
O=C(NCC(=O)N1CCN(Cc2ccccc2)CC1)c1ccc(Cl)cc1 | i | 72 | . | . | -0.6% | . | 1.4%[50 µM] | -1.3% | . | .
CC(C)c1noc2ncc(C(=O)c3cc(Cl)cc(Cl)c3O)cc12 | i | 29 | -3% | 1.1 | 11% | 0% | 0.7% | -0.4% | 9% | -14%
COc1ccc(NS(=O)(=O)c2ccc3c(c2)n(C)c(=O)n3C)cc1 | i | 16 | -18% | 1.1 | -0.6% | -11% | -0.8% | -0.4% | 8% | 3%
Cc1ccc(CSCCNC(=O)CN(c2cc(C)ccc2C)S(C)(=O)=O)cc1 | i | 33 | 13% | 1.1 | -0.4% | 13% | -1.4% | -0.2% | 1% | 1%
CCOc1ccc(C(=O)CCN2CCOCC2)cc1 | i | 38 | . | . | 2.3% | . | -0.1% | -1.3% | . | .
C=CCN=C(NC#N)SCC(=O)NC(C)(C)C | i | 10 | -12% | 1.1 | 11% | -7% | 0.3% | -0.1% | 9% | 5%
